rCAG binder: r(CAG) repeat RNA binding; TO-PRO-1 dye displacement fluorescence; AID 651821; 1.3% of 370,000 active; inhibition, % at 3 µM;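 active = inhibition above the plate cutoff, the mean of all test compounds on that plate plus 3 SD, cut at about 35% in these data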;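 also: 0% = DMSO alone and 100% = 100 µM mitoxantrone as full dye displacement; higher means more dye released from RNA so lower well fluorescence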
ASAP1 inh: blocks human ASAP1-stimulated Arf1 GTP hydrolysis | GDP FP detection | inhibition, % at 16.5 µM | 0.19% of 360,000 active; in the data active = inhibition above about 25%;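 also: 0% = vehicle with enzyme and substrate and 100% = no enzyme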
NPR2 activator: GC-B (human) receptor activation. P20594. HEK293-GC-B cells, CNP EC30, cGMP TR-FRET; 0% at EC30 CNP, 100% saturating CNP. activation, % at 10 µM. 0.11% of 370,000 active;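 active = activation at 10 µM reaching about 35% in either raw or pattern-adjusted values, limit read from the data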
NPR1 activator: GC-A (human) enzyme activation; P16066; HEK293 GC-A cells, cGMP TR-FRET, EC30 ANP; 0% at EC30 ANP, 100% saturating ANP; activation, % at 10 µM; 0.14% of 370,000 active; AID 1671463; in the data active = activation above about 40%
ARFGAP1 inhibitor: inhibits rat ARF GTPase activating protein 1; Q62848; Arfgap1-stimulated ARF1 GTP hydrolysis, GDP FP detection; inhibition, % at 16.5 µM; 0.26% of 360,000 active;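 active = inhibition above a per-plate limit, mean inhibition of low control wells plus 3 SD, cut at about 25% in these data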;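 also: 0% = DMSO wells with enzyme and 100% = wells lacking Arfgap1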
Target sequence (Q62848 1-136 limits assumed): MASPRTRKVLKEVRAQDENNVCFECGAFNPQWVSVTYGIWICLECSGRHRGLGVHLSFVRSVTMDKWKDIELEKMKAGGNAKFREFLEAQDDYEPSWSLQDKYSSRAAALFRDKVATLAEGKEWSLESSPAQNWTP
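Material: truncated rat Arfgap1 GAP domain; Incubation: compound-enzyme preincubation 20 min, reaction 120 min, detection 60 min, 25 °C; Read-out: percent inhibition of Arfgap1-stimulated GTP hydrolysis; Technique: FP, GDP Alexa 633 tracer displaced from anti-GDP antibody, 620/688 nm; Controls: No-Arfgap1 wells (100%) versus DMSO full-reaction wells (0%); Replication: single well per compound.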
SMARCA2 act: increases SMARCA2 function in MMTV reporter cells | MG213 cells, MMTV-luciferase reporter, dexamethasone, overnight | activation, % at 9.1 µM | 1% of 370,000 active; in the data active = activation above about 7.8%;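 also: 0% = vehicle wells and 100% = reference activator wells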
mABHD4 FP: ABHD4 (mouse) inhibition, primary FP screen; Q8VD66; purified mABHD4, FP-Rh probe fluorescence polarization; inhibition, % at 8.92 µM; 0.54% of 370,000 active;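 active = inhibition exceeding the mean over every tested compound plus 3 SD, cut at about 30% in these data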;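 also: 0% = plate median of compound wells and 100% = S159A mutant with DMSO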
Target sequence (Q8VD66 whole entry, looked up): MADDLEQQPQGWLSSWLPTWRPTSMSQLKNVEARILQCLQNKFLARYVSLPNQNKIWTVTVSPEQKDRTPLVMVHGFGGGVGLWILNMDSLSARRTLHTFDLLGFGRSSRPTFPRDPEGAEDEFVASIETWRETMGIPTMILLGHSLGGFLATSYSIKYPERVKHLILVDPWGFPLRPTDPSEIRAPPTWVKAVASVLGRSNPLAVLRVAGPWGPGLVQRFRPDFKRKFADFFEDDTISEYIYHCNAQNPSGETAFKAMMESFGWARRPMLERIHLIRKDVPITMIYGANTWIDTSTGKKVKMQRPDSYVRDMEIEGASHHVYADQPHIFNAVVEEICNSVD
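Assay system: mouse ABHD4 enzyme, wild type / Also added: fluorescent activity-based probe FP-Rh / Doses: single nominal dose of 8.92 µM, 0.89% DMSO final / Timing: 45 min compound pre-incubation plus 60 min probe step, 25 °C / Signal: FP readout, ex 525 nm / em 598 nm / Control set: S159A mutant/DMSO as 100%, compound-well median as 0%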
HTRA1 inh: inhibitors of human serine peptidase HTRA1; Q92743; recombinant HTRA1, FP-rhodamine activity-based probe, fluorescence polarization; inhibition, % at 5.96 µM; 0.5% of 340,000 active; AID 504803; in the data active = inhibition above about 36%;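 also: 0% = enzyme with DMSO and 100% = wells lacking enzyme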
Target sequence (Q92743 whole entry, looked up): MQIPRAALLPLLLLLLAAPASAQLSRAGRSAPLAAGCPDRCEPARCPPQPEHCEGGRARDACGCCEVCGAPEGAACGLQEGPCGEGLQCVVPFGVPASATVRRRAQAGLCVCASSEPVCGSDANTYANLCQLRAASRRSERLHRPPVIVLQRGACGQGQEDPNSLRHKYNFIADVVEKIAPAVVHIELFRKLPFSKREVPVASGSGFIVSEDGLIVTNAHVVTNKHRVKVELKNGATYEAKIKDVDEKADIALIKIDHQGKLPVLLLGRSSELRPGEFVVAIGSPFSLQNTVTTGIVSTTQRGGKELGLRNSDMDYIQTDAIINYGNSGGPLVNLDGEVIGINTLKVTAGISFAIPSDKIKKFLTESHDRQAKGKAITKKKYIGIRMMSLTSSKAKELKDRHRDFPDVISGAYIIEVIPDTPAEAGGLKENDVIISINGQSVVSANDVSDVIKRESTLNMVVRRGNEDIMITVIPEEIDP
NR1D1 modulator: Rev-erb alpha (human) modulation. activity, % at 10 µM. 0.79% of 370,000 active. P20393. Rev-erbα–FITC-DNA binding, fluorescence polarization, 90 min;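 active = activity above about 14%, limit read from the data; passing the limit was not always enough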;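 also: 0% = DMSO wells with 35 nM protein and 100% = DMSO wells with 750 nM protein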
PG9 Ab binder: PG9 antibody binding by small molecule; TR-FRET gp120-PG9 antibody binding; inhibition, % at 6.7 µM; 0.43% of 360,000 active; in the data active = inhibition above about 8.5%
An asterisk follows results filed as active; nt = not tested or not shown. This is a subset; the hit share may differ from the screen's.

#1 CC1(C)CC(=O)C(C=NCCN2CCN(C(=O)Cc3ccc(F)cc3)CC2)=C(O)C1
#2 O=C(NCCN1CCC2(CC1)C(=O)NCN2c1ccccc1)c1cccs1
#3 c1ccc2c3c(ccc2c1)OCC1CONC31 (stereo unspecified)
#4 COCCNC(=O)N1[C@H]2CC[C@@H]1C(C(=O)OC)=C(c1ccc(OC)c(OC)c1)C2
#5 COC(=O)C1=C(c2ccc3ccccc3c2)C[C@@H]2CC[C@H]1N2C(=O)N1CCOCC1
#6 CCN(CC)c1nc2c(C)cccn2c(=O)c1C=C1C(=O)NC(=O)NC1=O
#7 CCOC(=O)C1CCN(/C=C2/C(=O)NC(=O)N(c3ccc(OCC)cc3)C2=O)CC1
#8 COc1ccc(CNC(=O)CCC(=O)N2C[C@H]3C[C@H](C2)c2cccc(=O)n2C3)cc1

screen / no.	1	2	3	4	5	6	7	8
rCAG binder	-3.5	2.1	-1.9	-4.0	9.6	-5.4	1.0	-1.0
ASAP1 inh	-8.4	-3.6	6.9	5.3	3.8	12.5	1.4	-0.9
NPR2 activator	-4.9	0.7	-1.1	3.4	-1.6	-0.3	0.9	5.3
NPR1 activator	3.3	-6.3	-1.1	0.2	-0.1	-5.0	0.2	0.9
ARFGAP1 inhibitor	8.0	-5.3	-14.5	6.8	3.9	-2.5	-10.5	19.4
SMARCA2 act	-2.6	-5.4	-1.5	-0.2	0.9	3.8	1.3	1.6
mABHD4 FP	-1.1	2.0	1.5	7.0	-12.0	-0.8	-9.8	0.1
HTRA1 inh	4.6	nt	nt	4.1	4.2	2.5	-9.3	7.5
NR1D1 modulator	-0.2	-4.5	1.5	-0.3	-5.9	-1.3	-2.4	4.2
PG9 Ab binder	-0.2	0.2	-1.2	-0.7	1.6	-2.1	1.0	-0.7

#9 CN(C)C(Cc1ccc(Cl)cc1)C(=O)c1ccccc1 (stereo unspecified)
#10 COC(=O)C1=C(c2ccc3ccccc3c2)C[C@@H]2CC[C@H]1N2C(=O)NCc1ccc(C(F)(F)F)cc1
#11 CC(Cc1ccccc1)NC(=O)c1ccc(N)cc1 (stereo unspecified)
#12 OC(CNCCc1c[nH]c2ccccc12)c1ccccc1 (stereo unspecified)
#13 O=Cc1cn(CCCOc2ccccc2)c2ccccc12
#14 O=C1NC(=O)N(c2cccc(F)c2)C(=O)/C1=C/c1ccc(N2CCOCC2)cc1
#15 Cc1cc2ccccn2c1C(C[N+](=O)[O-])c1c(F)cccc1Cl (stereo unspecified)
#16 CN(C)C(=O)Oc1ccc(-c2cn3cc(C(F)(F)F)ccc3n2)cc1

screen / no.	9	10	11	12	13	14	15	16
rCAG binder	0.4	-1.1	0.2	1.7	0.7	6.3	10.5	-8.4
ASAP1 inh	-1.4	1.8	-0.1	-1.6	4.2	-8.2	16.9	-16.7
NPR2 activator	-2.9	-7.0	7.4	-7.0	-5.5	-2.9	0.1	2.6
NPR1 activator	-4.8	-6.5	6.6	-2.5	-3.5	5.6	-5.7	3.9
ARFGAP1 inhibitor	0.6	4.0	7.2	2.9	8.6	-10.5	2.5	-4.6
SMARCA2 act	7.7	-1.0	4.6	-0.8	5.7	-3.3	7.1	0.7
mABHD4 FP	7.6	-19.5	2.5	3.0	-4.0	-3.9	10.3	2.3
HTRA1 inh	-15.3	-40.6	0.7	-3.5	-3.6	2.5	8.5	-2.2
NR1D1 modulator	-2.3	5.3	-4.9	-7.0	-1.5	3.0	3.2	-0.1
PG9 Ab binder	-1.0	-1.8	-2.6	-0.6	-1.6	-0.2	1.0	0.0

#17 CS(=O)(=O)N1CCC2CCNC2C1 (stereo unspecified)
#18 Cc1ccc(C2(O)CN3CCC2CC3)cc1 (stereo unspecified)
#19 O=c1[nH]c(O)c(C=Nc2ccc(F)c(Cl)c2)c(=O)[nH]1
#20 CN1C(CC(O)c2ccccc2)CCCC1CC(O)c1ccccc1 (stereo unspecified)
#21 C=CCN1CC[C@]23c4c5ccc(O)c4OC2C(O)CC[C@@]3(O)[C@H]1C5 (stereo partly specified)
#22 Oc1ccccc1CN(CCc1ccccc1)Cc1ccccc1
#23 C=CCn1c(O)c(C(C)=Nc2cccc(C(F)(F)F)c2)c(=O)[nH]c1=O
#24 COC(=O)C1=C(c2ccc(C(C)=O)cc2)C[C@@H]2CC[C@H]1N2C(=O)NC(C)C

screen / no.	17	18	19	20	21	22	23	24
rCAG binder	0.2	-1.2	0.2	4.5	2.4	-3.3	-1.1	-2.5
ASAP1 inh	-1.4	2.9	1.1	-5.2	6.5	-9.6	8.7	5.3
NPR2 activator	7.1	3.0	-3.8	0.8	0.7	-7.3	-4.7	-1.9
NPR1 activator	-0.1	3.7	-5.2	-1.6	3.7	-8.9	-0.3	1.1
ARFGAP1 inhibitor	-8.2	-3.9	1.9	-1.4	-11.4	9.4	-3.4	6.9
SMARCA2 act	1.5	5.3	0.0	6.0	-1.3	-2.1	-1.9	1.4
mABHD4 FP	0.6	0.3	-4.5	-1.3	4.3	-8.4	2.6	12.2
HTRA1 inh	nt	2.9	-1.7	-7.0	4.0	-19.6	-6.4	-1.2
NR1D1 modulator	-7.7	1.4	-3.8	-2.9	8.9	3.5	-1.1	-0.5
PG9 Ab binder	-1.7	-3.2	-2.2	-1.8	-0.1	-0.3	-1.5	0.8

#25 O=C(Nc1ccccc1)c1c(O)[nH]c(=S)[nH]c1=O
#26 c1ccc(Cc2cnc(N3CCNCC3)nc2)cc1
#27 CCN1C[C@]2(COC)CC[C@H](O)[C@]34C1[C@](O)([C@@H](OC)[C@H]23)[C@@]1(O)C[C@H](OC)[C@H]2C[C@@H]4[C@@H]1[C@H]2OC
#28 CP(=O)(O)CCCN
#29 COC(=O)C(Cc1ccc(N(CCCl)CCCl)cc1)N=Cc1ccccc1O (stereo unspecified)
#30 Cc1ccc(-n2c(O)c(/C=N/NC(=O)c3ccncc3)c(=O)[nH]c2=O)cc1
#31 COC(=O)C1=C(c2c(C)noc2C)C[C@@H]2CC[C@H]1N2C(=O)NC1CC1
#32 CC(C(=O)Nc1ccc(Br)cc1C(=O)c1ccccc1)N1CCCCC1 (stereo unspecified)

screen / no.	25	26	27	28	29	30	31	32
rCAG binder	3.8	2.0	0.1	0.1	-0.9	1.5	-1.0	1.1
ASAP1 inh	-8.6	-7.8	10.6	5.9	0.9	5.6	-6.7	2.2
NPR2 activator	0.8	2.8	10.5	-1.6	-3.6	4.9	-1.2	-3.4
NPR1 activator	0.0	-2.8	8.5	4.4	15.5	-0.1	2.8	-8.1
ARFGAP1 inhibitor	-6.2	-5.0	15.6	5.1	3.1	3.2	2.8	4.6
SMARCA2 act	1.6	-3.1	-4.6	0.8	-3.0	0.9	-0.5	-2.0
mABHD4 FP	0.5	2.0	2.7	1.6	5.2	7.9	-0.1	-0.3
HTRA1 inh	-0.3	nt	-3.1	-2.1	9.2	2.7	0.8	-14.8
NR1D1 modulator	-3.6	6.0	2.1	-3.1	0.9	-4.4	-6.9	4.5
PG9 Ab binder	-4.4	2.3	-3.2	0.6	-1.8	0.4	1.2	0.2

#33 COc1cccc(NP(=O)(Oc2ccccc2Cl)Oc2ccccc2Cl)c1
#34 CC(=O)OCC(=O)[C@H]1CC[C@H]2[C@@H]3CC[C@H]4C[C@H](O)CC[C@]4(C)[C@H]3C(=O)C[C@]12C
#35 FC(F)(F)c1ccc(CN2CCNCC2)cc1
#36 O=C(c1ccccc1)c1cn(CC(=O)N2CCOCC2)c2ccccc12
#37 C[C@]12CCC3C(CC[C@H]4CC(=O)CC[C@]34C)C1CCC2=O (stereo partly specified)
#38 c1cncc(CNC2CCCC2)c1
#39 Cc1ccc(Cn2nnnc2CN2CCC(n3nnc4ccccc43)CC2)cc1
#40 Cc1ccc(C2(O)CCN3CCCCC32)cc1 (stereo unspecified)
#41 CS(=O)(=O)c1ccc(C2=C(CNC(=O)c3ccncc3)[C@H]3CC[C@@H](C2)N3Cc2ccccc2)cc1

screen / no.	33	34	35	36	37	38	39	40	41
rCAG binder	0.0	-0.6	-0.3	1.7	-1.4	-0.5	-3.5	3.7	0.0
ASAP1 inh	14.3	-4.8	-4.3	-9.6	-15.8	13.2	4.9	1.2	-1.2
NPR2 activator	-2.8	1.9	2.5	2.7	1.7	-2.3	-9.2	7.6	4.4
NPR1 activator	-12.8	1.4	5.4	-0.8	2.2	4.6	-25.0	-0.3	0.4
ARFGAP1 inhibitor	10.9	9.1	4.5	3.8	-6.3	-4.2	8.1	8.2	-8.7
SMARCA2 act	-4.7	-1.9	-3.3	-0.7	0.6	-1.4	6.5	6.5	2.2
mABHD4 FP	-39.4	-6.6	2.6	3.7	2.4	-10.6	-2.0	-4.3	0.6
HTRA1 inh	-60.9	-0.6	1.2	-0.6	6.9	2.9	-8.8	-8.7	3.9
NR1D1 modulator	-4.2	4.6	2.5	-2.9	4.9	3.9	-6.0	3.3	-3.5
PG9 Ab binder	-1.6	-2.9	-3.5	-2.2	-0.8	1.1	-0.5	-0.1	-1.1

Compounds listed so far with four or more nitrogen atoms:
#2 O=C(NCCN1CCC2(CC1)C(=O)NCN2c1ccccc1)c1cccs1
#6 CCN(CC)c1nc2c(C)cccn2c(=O)c1C=C1C(=O)NC(=O)NC1=O
#26 c1ccc(Cc2cnc(N3CCNCC3)nc2)cc1
#30 Cc1ccc(-n2c(O)c(/C=N/NC(=O)c3ccncc3)c(=O)[nH]c2=O)cc1
#39 Cc1ccc(Cn2nnnc2CN2CCC(n3nnc4ccccc43)CC2)cc1

screen / no.	2	6	26	30	39
rCAG binder	2.1	-5.4	2.0	1.5	-3.5
ASAP1 inh	-3.6	12.5	-7.8	5.6	4.9
NPR2 activator	0.7	-0.3	2.8	4.9	-9.2
NPR1 activator	-6.3	-5.0	-2.8	-0.1	-25.0
ARFGAP1 inhibitor	-5.3	-2.5	-5.0	3.2	8.1
SMARCA2 act	-5.4	3.8	-3.1	0.9	6.5
mABHD4 FP	2.0	-0.8	2.0	7.9	-2.0
HTRA1 inh	nt	2.5	nt	2.7	-8.8
NR1D1 modulator	-4.5	-1.3	6.0	-4.4	-6.0
PG9 Ab binder	0.2	-2.1	2.3	0.4	-0.5
